High-throughput results: PubChem, National Center for Advancing Translational Sciences (NCATS)
GALK inh – blocks human galactokinase activity | P51570 | Purified GALK, Kinase-Glo residual ATP luminescence | Potency, µM (doses to about 57.5 µM), for inactives: at the highest dose activity change, negative = inhibition, usual class: inhibitors | 0.007% of 270,000 active | AID 1868; also: potency is read from the fitted curve at half-maximal effect; % is scaled to controls: 0 for no effect and ±100 for the full control effect
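Compounds were pin-transferred into ATP buffer (35 uM final), then GALK plus galactose (5 nM, 100 uM final) was added. After 1 h at room temperature, Kinase-Glo Plus was added and luminescence read after 10 min.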
USP2a block – blocks human ubiquitin-specific protease USP2a; AID 463254; 0.01% of 330,000 active; Potency, µM (highest dose often 38.3 µM), inactives show at the highest dose activity change, negative = inhibition, hits mostly inhibitors; USP2 core, Ub-CHOP2 coupled fluorogenic reporter, 485/531;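 also: potency is read from the fitted curve at half-maximal effect; plate controls were DMSO wells for no effect and full inhibition by NEM control for full effect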
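USP2 core (10nM final) preincubated 30min RT with compound in 20mM Tris-HCl pH 8.0, 2mM CaCl2, 2mM beta-mercaptoethanol, 0.05% CHAPS; 25nM Ub-CHOP2 plus 25nM reporter substrate added, fluorescence (Ex485/Em531) read after 60min.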
PKM2 activator – PKM2 (human) enzyme activation; P14618; purified PKM2, Kinase-Glo ATP luminescence, activation; response scale: 0% is enzyme alone, no compound; Potency, µM (top dose mostly 57.5 µM), inactives show top-dose activation, most hits filed as activators; 0.34% of 260,000 active; also: potency is read from the fitted curve at half-maximal effect; % is scaled to controls: 0 for no effect and ±100 for the full control effect; nearly all actives have a fitted effect of over 55% in size
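ATP formation by purified human PK-M2, quantified via coupled luciferase luminescence after 1 h at room temperature with 0.1 mM ADP and 0.5 mM PEP final.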
Giardia killer – Giardia lamblia killing; Giardia lamblia trophozoite viability; activity change, % at 7.66 µM, hits read low; 0.15% of 340,000 active; AID 540267; in the data active = activity change below about -80%; inconclusive = between about -30% and that limit;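 also: parasites exposed to compound for two days anaerobically before the ATP read; % is scaled to controls: 0 for no effect and ±100 for the full control effect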
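Trophozoite viability was measured as ATP-dependent luminescence, read 15-30 min after reagent addition. Before that, parasites at 100 cells/well were exposed to compounds for 48 h, anaerobically, at 37 deg C.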
CXXC DNA block – blocks binding of human MLL CXXC domain to DNA; MLL-CXXC / FITC-HOXA9 DNA fluorescence polarization; Potency, µM (titrated, usually from 115 µM), for inactives: at the top dose activity change, negative = inhibition, most hits filed as inhibitors; 0.037% of 290,000 active; active = well fitted inhibition curve with a large enough effect in the polarisation, with a control signal flat, not every such curve was filed as active; inconclusive = small, poorly fitted or top-dose-only effect, or effect the other way, or a change in a side signal; inactive = no such curve, though single readings can be large or run the other way; the % refers to the polarisation; also: potency is read from the fitted curve at half-maximal effect
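Fluorescence polarization: 7 uM MLL-CXXC (stock) preincubated 5 min with compounds, then 50 nM fluorescein-HOX-A9 DNA (stock) added; 30 min ambient. Buffer 50 mM Tris-HCl pH 7.5, 50 mM NaCl, 1 mM DTT, 0.05% BSA.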
FBPA coupling cs – inhibits coupling enzyme system, counter-screen for aldolase hits; 0.67% of 290,000 active; activity change, negative = inhibition, % at 58.2 µM, hits read low; coupling enzyme system counterscreen, AmpLite Red fluorescence; in the data active = activity change below about -30%; also: % is scaled to controls: 0 for no effect and ±100 for the full control effect
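Fluorescence at 525 nm excitation and 598 nm emission measured inhibition of the coupled detection system without aldolase. Compounds (at 57.5 uM final) were preincubated 10 min at room temperature with coupling enzyme reagent before a 20 min substrate/AmpLite Red step.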
hERG WT inh – KCNH2 (human, wildtype) channel inhibition; Q12809; U2OS, BacMam KCNH2, thallium flux FluxOr; active compounds read low; activity change, % at 1.84 µM; 0.37% of 340,000 active; AID 720551;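 active = maximum activity change below -70%; inconclusive = maximum activity change between -70% and -50%; inactive = maximum activity change above -50%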; also: % is scaled to controls: 0 for no effect and ±100 for the full control effect
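U2OS cells transduced with wild-type KCNH2 virus are loaded with FluxOr dye for 45 min, and thallium flux is measured in kinetic reads before and after stimulation buffer. Rate constants are normalized to DMSO controls.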
KCNH2 3.1 inh – inhibitors of human KCNH2 3.1 potassium channel isoform | AID 720553 | U2OS KCNH2 3.1, thallium flux FluxOr; active compounds read low | 0.95% of 340,000 active | activity change, % (tested at about 1.8 µM);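 active = maximum activity change below -70%; inconclusive = maximum activity change from -70% to -50%; inactive = maximum activity change above -50%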;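 also: thallium influx rate constant from kinetic fluorescence after stimulation buffer; % is scaled to controls: 0 for no effect and ±100 for the full control effect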
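Thallium flux via FluxOr fluorescence (Red40 quencher, 45 min loading) in U2OS cells virally expressing the KCNH2 3.1 isoform (1.77 x 10^8 /mL virus, overnight at 37 C). Rate constants from 2-min kinetic reads post-stimulation, normalised to positive and negative controls.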
TRPV1 ag – agonists of human vanilloid receptor 1 (TRPV1) | TRPV1-expressing cells, Fluo-8 calcium influx, agonist mode | activation, % at 8.33 µM | 0.19% of 320,000 active; in the data active = activation above about 80%; inconclusive = between about 30% and that limit; also: 0% is about no effect
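Fluo-8 calcium influx in TRPV1-expressing cells, kinetic read (ex 480/em 520 nm). Compound added and read 3 min for agonist activity, followed by capsaicin at EC20 final and 2 min further read for enhancement.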
Menin MLL FP TR – menin-MLL binding inhibition, Texas Red mutant peptide; Menin + Texas Red MLL mutant peptide, fluorescence polarization; Potency, µM (titrated, usually from 61.6 µM), inactives show at the highest dose FP activity change, negative = inhibition, actives largely listed as inhibitors; 0.23% of 270,000 active; AID 1768; active = well fitted inhibition curve with a large enough effect in the polarisation, with a control signal flat, not every such curve was filed as active; inconclusive = small, poorly fitted or top-dose-only effect, or effect the other way, or a change in a side signal; inactive = no such curve, though single readings can be large or run the other way; the % refers to the polarisation; also: potency is read from the fitted curve at half-maximal effect; % of control where 0% means no effect; many of its hits are not listed in these tables
B2AR arrestin – agonists driving beta-arrestin recruitment to human beta2-adrenergic receptor | P07550 | beta-arrestin recruitment to beta2AR, cell-based reporter | Potency, µM (doses to about 46.1 µM), for the others: at the highest dose activation, actives largely listed as activators | 0.02% of 330,000 active;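 also: potency is read from the fitted curve at half-maximal effect; 0% = DMSO controls and full agonism = EC100 isoproterenol or metaproterenol; nearly all actives have a fitted effect of over 65% in size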
Starred values were filed as active, the others as inactive; i = inactive; ? = inconclusive; / = not tested or not shown; & = joins results of further samples; [ ] = remark or other dose. Unless noted, calls follow the shape of the dose curve; as a rule, active = well fitted curve in the direction sought with a large enough effect; inconclusive = small, poorly fitted or top-dose-only effect, or another doubt; inactive = no such curve, though single readings can be large; an effect the other way counts as inactive or inconclusive. The list is partial (hit frequency here may not be typical).

SMILES	GALK inh	USP2a block	PKM2 activator	Giardia killer	CXXC DNA block	FBPA coupling cs	hERG WT inh	KCNH2 3.1 inh	TRPV1 ag	Menin MLL FP TR	B2AR arrestin
CCCn1c(N)c(N(CCOC)C(=O)c2ccc(C#N)cc2)c(=O)[nH]c1=O	1%	0%	/	-22	-5%	3	-3	-7	0	-3%	0.6%
O=C1C=C(O)CC(c2ccc(Cl)c(Cl)c2)C1 (stereo unspecified)	2%	-2%	7%	0	-6%	6	-2	1	-3	21%	0.1%
COc1ccccc1NC(=O)NC1(C(=O)NCC2CCCO2)CCCCC1 (stereo unspecified)	-2%	3%	-2%	-4	4%	0	1	-30	-1	13%	-0.2%
O=C1CSc2ccc(C(=O)NCC(c3ccco3)N3CCCCC3)cc2N1 (stereo unspecified)	4%	0%	2%	6	3%	6	-1	3	2	-19%	-0.5%
COc1cc(NC(=O)CSc2nnc3ccc(-c4ccncc4)nn23)cc(OC)c1	13%	-1%	3%	-4	3%	-2	6	5	1	-9%	-0.2%
Cc1nnc(SCC(=O)Nc2sc3c(c2C#N)CCCCC3)n1N	0%	5%	-1%	11	0%	1	-2	15	0	0%	0.1%
CC(=O)Nc1ccc(NC(=O)c2c(C)nc3ccccn23)cc1	3%	-5%	-7%	-11	-6%	0	-13	8	0	8%	0.5%
C=CCNC(=O)NC(=O)COC(=O)/C=C/c1cccc([N+](=O)[O-])c1	1%	8%	/	12	-16%	1	-11	-23	0	-3%	0.1%
CCc1ccc2c(c1)C(O)(CC(=O)c1cccs1)C(=O)N2 (stereo unspecified)	3%	-1%	0%	2	7%	-8	-14	7	-3	-4%	0.3%
O=C1NC(c2ccccc2)Nc2c1sc(=S)n2-c1ccccc1 (stereo unspecified)	0%	0%	11%	8	13%	1	1	12	6	?	-0.1%
Cc1ccc(NC(=O)CCCc2ccccc2)c([N+](=O)[O-])c1	-3%	-1%	0%	-14	13%	-2	-4	-10	15	4%	0.6%
CCN1C(=NCCc2ccc(Br)cc2)N[C@@H](c2ccccc2)[C@H](C(=O)OC)[C@H]1C	/	4%&-1%	-1%	-16	?	0	-13	-79*	2	-14%	0.0%&-0.2%
Cc1cc(C)cc(OCC(=O)OCc2nnc(-c3ccccc3)o2)c1	-1%	2%	1%	-4	5%	1	23	6	0	-8%	-0.1%
Cc1ccc(C(=O)Nc2nnc(-c3ccncc3)o2)cc1	0%	0%	1%	-3	0%	0	-5	-13	-6	-2%	8.0%
O=C1c2ccccc2C(=O)c2c1ncn2-c1ccccc1	2%	5%	0%	-6	-3%	-36*	-1	6	1	-1%	-0.4%
O=C(/C=C/c1ccccc1)NCCc1ccccc1	-1%	5%	9%	19	-7%	0	-1	-2	?	/	0.7%
O=C(OCn1nnc2ccccc2c1=O)C1CCN(S(=O)(=O)c2cccs2)CC1	0%	-3%	?	-2	6%	3	7	-2	-1	33%[activator]	0.2%
C/C(=N/N=C(/C)c1cccs1)c1cccs1	0%	0%	-1%	-2	3%	0	5	3	4	19%	0.4%
O=C(N/N=C/c1c(Cl)[nH]c2ccccc12)c1sc2ccccc2c1Cl	-1%	-3%	-1%	-13	16%	-9	-14	-6	0	?	-0.2%
CCc1noc(C)c1C(=O)N(C)CC(=O)Nc1ccccc1Br	/	-1%	/	24	/	/	6	0	1	/	-0.3%
NC(=O)COc1ccc(NC(=O)CC23CC4CC(CC(C4)C2)C3)cc1	3%	1%	2%	14	0%	-1	-3	-9	?	8%	-0.5%
C[C@@H]1CC2[C@@H]3CC[C@H]4CC(=O)CC[C@]4(C)C3=CC[C@]2(C)[C@@]1(O)C(=O)CO (stereo partly specified)	-3%	6%	/	-5	15%	1	0	17	-4	-8%	0.3%
CCN(CC)c1ccc(NC(=O)c2[nH]c(C)c(C(C)=O)c2C)c(C)c1	-1%	0%	10%	-10	4%	-27	0	0	-6	?	0.2%
CCN(Cc1ccccc1)C(=O)c1ccc(Cl)cc1[N+](=O)[O-]	3%	3%	0%	-22	-6%	-1	0	-15	0	0%	-0.3%
O=C(Oc1ccc(=O)n(-c2ccccc2)n1)c1ccc(Cl)cc1	3%	-1%	-2%	-15	38%[activator]	-2	-11	-3	2	32%[activator]	-0.8%
(next part)
SMILES	GALK inh	USP2a block	PKM2 activator	Giardia killer	CXXC DNA block	FBPA coupling cs	hERG WT inh	KCNH2 3.1 inh	TRPV1 ag	Menin MLL FP TR	B2AR arrestin
CCN1C(=O)[C@@H]2[C@@H](c3ccc(-c4ccc5c(c4)OCO5)c(OC)c3)N3CCC[C@@]3(C(=O)OC)[C@@H]2C1=O	/	-1%	/	12	/	/	7	1	-1	/	0.9%
CC(=O)C1C(c2ccc([N+](=O)[O-])cc2)c2c(noc2C)CC1(C)O (stereo unspecified)	-1%	-1%	-4%	-4	0%	3	8	6	-3	/	-0.1%
COc1ccc(CCn2c(C)cc(C(=O)COC(=O)c3cnc(C)cn3)c2C)cc1	/	3%	/	11	/	/	-4	-9	14	/	0.3%
COc1ccc(N=C2NN=C(c3c(C)[nH]c4ccccc34)CS2)cc1	2%	-3%	16%	-25	-8%	1	i	3	-1	?	4.3%
CCCCCCCNC(=O)CN1N=C(c2ccc(C)cc2)CCC1=O	4%	0%	/	4	8%	5	17	9	5	-24%	-0.7%
CCOC(=O)c1nn(-c2ccccc2F)c(-c2ccccc2)c1C(=O)c1ccccc1	0%	0%	2%	-13	0%	0	15	-6	/	/	-0.3%
CCOc1ccc(-n2c(SCc3ccc(C(=O)OC)o3)nc3c(c2=O)SCC3)cc1	-1%	-2%	1%	-4	15%	2	1	-2	0	-1%	-0.1%
CCOc1ccc(S(=O)(=O)NCCC(=O)N(C)Cc2cccs2)cc1	/	-1%	/	1	/	/	-6	-1	1	/	0.0%
CC(=O)C(Cc1ccccc1)NC(=O)CN1c2cccc3cccc(c23)S1(=O)=O (stereo unspecified)	/	1%	/	-15	/	/	-4	-12	4	/	0.0%
CCOC(=O)Nc1sc(C)c(C)c1C(=O)OCC	4%	1%	8%	8	15%	-2	3	0	-2	-3%	-0.5%
O=c1c2cnn(-c3ccccc3)c2ncn1Cc1ccccn1	-1%	0%	14%	-5	1%	5	-4	-18	0	6%	-0.3%
CCN1C(=NCCc2c[nH]c3ccccc23)N[C@@H](c2ccccc2)C(C(=O)OC)=C1C	/	2%&-17%	1%&-4%	/	?	0&0	/	/	5&-1	-16%&-9%	4.3%&0.0%
O=C(OCc1cccc(C(F)(F)F)c1)c1cc(S(=O)(=O)N2CCOCC2)ccc1F	/	-4%	/	-11	/	/	-7	13	18	/	0.2%
COc1ccc(S(=O)(=O)N2CCN(C(=O)c3ccc(C)o3)CC2)cc1	-1%	0%	/	7	2%	1	-9	9	17	-4%	-0.1%
CCOc1ccccc1NC(=O)c1ccc([N+](=O)[O-])cc1	4%	3%	-1%	/	-7%	-2	/	/	-4	22%	-0.1%
CC(C)Nc1nnc(SCC(=O)Nc2sccc2C#N)s1	/	0%	/	-9	/	/	4	-4	-1	/	-0.2%
CCCCNC(=O)Cn1cnc2sc(C)c(S(=O)(=O)N3CCN(c4ccccc4OC)CC3)c2c1=O	0%	1%	-6%	41[activator]	32%[activator]	0	0	?	1	7%	-0.1%
CCOC(=O)Cc1csc(NC(=O)C2CCCCC2C(=O)O)n1 (stereo unspecified)	-3%	0%	0%	14	-4%	-1	8	0	7	13%	0.0%
COc1ccc(S(=O)(=O)N/N=C/c2ccc(OCCN3CCOCC3)c(OC)c2)cc1	1%	0%	-2%	-8	13%	0	-7	-13	3	-18%	-0.1%
Cc1cccc(C(=O)NC2CC3CCCC(C2)N3S(=O)(=O)c2ccccc2)c1 (stereo unspecified)	0%	1%	-1%	1	4%	0	?	-72*	28	0%	-0.3%
C=CCNC(=O)C(=O)Nc1cc2c3c(c1)CCC(=O)N3CCC2	5%	0%	/	?	5%	/	2	-11	-2	/	0.1%
O=C(Nc1ccccc1C(=O)O)c1cc(S(=O)(=O)N2CCCCC2)cs1	-2%	-1%	0%	0	-20%	1	0	-1	-1	?	0.5%
CN(C)c1ccc(-c2nn3c(C4CCCCC4)nnc3s2)cc1	-3%	0%	-3%	5	1%	3	27	-11	15	6%	2.7%
Cc1ccc(-c2csc(NC(=O)c3cc([N+](=O)[O-])ccc3N3CCOCC3)n2)cc1	4%	0%	-8%	0	-13%	-2	-108*	-7	-1	17%	0.2%
COc1ccc(C(=O)N/C(=C\c2ccc(Cl)cc2)C(=O)NCC2CCCO2)cc1 (stereo unspecified)	-9%	1%	-5%	-10	10%	/	9	-5	16	/	-0.3%
CCC(C)(C)c1nnc(NC(=O)C2CCN(C(=O)c3ccco3)CC2)s1	-3%	-1%	/	-20	-2%	2	-4	1	6	/	0.0%
